RNase H inhibition – RNase H inhibition, HIV 1 Gag Pol polyprotein, FRET biochemical assay, screening (AID 372); HIV-1 RT RNase H, FRET RNA/DNA substrate fluorescence; higher % means a stronger effect; one-dose inhibition, % at 10 µM; IC50 in µM for titrated hits; 0.77% of 100,000 active; in the data active = inhibition above about 50%
The depositor's hits bear a star.

SMILES	RNase H inhibition
O=CN1N=C(c2ccc3ccccc3c2)CC1c1ccccc1 (stereo not given)	17%
CN1CCN(S(=O)(=O)c2ccc(Cl)c([N+](=O)[O-])c2)CC1	2%
COc1ccc(O)c(/C=C2\SC(=S)NC2=O)c1	31%
CC(=O)/C=C/c1cc[n+](C)cc1	0%
COc1cc(C=C2C(=O)N(C)C(=O)N(C)C2=O)ccc1OCCOc1ccc(C)cc1	11%
CCN(CC)c1ccc(N=Cc2c(OC)ccc3ccccc23)cc1	27%
Cc1ccc(C(=O)CSc2n[nH]c(-c3ccco3)n2)cc1C	8%
Cc1c(C(C)(C)C)s/c(=N/S(=O)(=O)c2ccccc2)n1C	39%
COc1cc(-c2c(C#N)c(N)nc(SC)c2C#N)cc(OC)c1OC	4%
C=CCOc1ccccc1/C=C(/C#N)c1nc2ccccc2[nH]1	2%
CSc1ccc(S(=O)(=O)N(CC(=O)N(C)Cc2ccccc2)c2ccc(C)cc2)cc1	17%
Cc1nnc(SCc2ccc([N+](=O)[O-])cc2)[nH]c1=O	24%
COc1ccc(CN2CCN(Cc3cc(OC)c(OC)c(OC)c3)CC2)cc1OC	7%
CCOc1ccc(NC(=O)Nc2ccc(Cl)c(Cl)c2)cc1	1%
O=C1NC(=S)N(c2ccc(F)cc2)C(=O)C1=Cc1ccc([N+](=O)[O-])s1	0%
Cc1cccc(NC(=O)c2ccc([N+](=O)[O-])cc2Cl)c1	0%
CC(C)(C)c1ccc(OCCCN2CCCCC2)cc1	3%
Cc1ccc(C)c(NC(=O)COc2ccc3ccccc3c2)c1	0%
CCCCOc1ccc(/C=N/NC(=O)c2ccc(C(C)(C)C)cc2)cc1	6%
CCCCCCCCCCCCCCCCCC(=O)Nc1ccc(C(=O)Nc2c(C)n(C)n(-c3ccccc3)c2=O)cc1	37%

By substructure, those above containing a nitro group on carbon.
SMILES	RNase H inhibition
CN1CCN(S(=O)(=O)c2ccc(Cl)c([N+](=O)[O-])c2)CC1	2%
Cc1nnc(SCc2ccc([N+](=O)[O-])cc2)[nH]c1=O	24%
O=C1NC(=S)N(c2ccc(F)cc2)C(=O)C1=Cc1ccc([N+](=O)[O-])s1	0%
Cc1cccc(NC(=O)c2ccc([N+](=O)[O-])cc2Cl)c1	0%

Remaining list, next part
SMILES	RNase H inhibition
O=C(NCCc1ccccc1)c1nn2c(c1Cl)NC(c1ccc(Cl)cc1)CC2C(F)(F)F (stereo not given)	19%
COc1ccc(C2C(C#N)=C(N)Oc3cc(N)ccc32)cc1OC (stereo not given)	5%
CCOC(=O)C1=C(C)N=c2s/c(=C/c3cc(Br)ccc3OC)c(=O)n2C1c1ccc2c(c1)OCO2 (stereo not given)	12%
CCOC(=O)C1C(=O)CC(C)(O)C(C(=O)OCC)C1c1ccc([N+](=O)[O-])cc1 (stereo not given)	2%
S=c1[nH]nc(-c2ccccc2)n1/N=C/c1cccc(Cl)c1Cl	12%
O=[N+]([O-])c1cc(S(=O)(=O)Nc2ccc(Cl)cc2)ccc1Cl	2%
CS(=O)(=O)N1CCN(Cc2ccncc2)CC1	6%
Oc1[nH]c2ccccc2c1N=Nc1nc(-c2ccccc2)c2cc(Cl)ccc2n1	31%
O=C(CCN1C(=O)/C(=C\c2cccs2)SC1=S)NNC(=O)CCN1C(=O)/C(=C\c2cccs2)SC1=S	12%
COc1ccccc1NC(=O)COc1ccc(C)c(C)c1	17%
N#Cc1ccc(N=Cc2ccc(OCc3ccccc3)cc2)cc1	6%
CCN(CC)CCN=Cc1c(O)n(-c2ccccc2C)c(=O)[nH]c1=O	0%
COc1cc(Oc2ccc(C(C)C)cc2C)nc(N)n1	14%
COc1ccc(S(=O)(=O)NCCO)cc1C(=O)O	0%
N#C/C(=C\c1ccc(Cl)cc1)c1nc(-c2ccc(Cl)cc2)cs1	16%
COc1ccc(Br)c(/C=N/NC(=O)COc2cc(C(C)C)ccc2C)c1	7%
Brc1ccc2ncnc(NCCN3CCOCC3)c2c1	13%
c1ccc(Nc2ccc3ccccc3n2)nc1	5%
O=C(CCc1ccccc1)Nc1ccncc1	0%
CC1=C(C(=O)OC2CCCC2)C(c2ccc(Br)cc2)C2=C(CC(C)(C)CC2=O)N1 (stereo not given)	4%
CCC1CCCCN1C1CC(=O)N(c2ccc(OC)cc2)C1=O (stereo not given)	14%
Cc1ccc(OCCCc2c(C)n[nH]c2C)c(C)c1	0%
CCOC(=O)c1c(NC(=O)c2ccc([N+](=O)[O-])cc2Cl)sc(C)c1C	44%
Cc1c(N=Cc2cccc(Cl)c2)cccc1[N+](=O)[O-]	14%
Cn1c(O)c(C=NCCN2CCOCC2)c(=O)n(C)c1=O	1%
NC1=NC(=O)/C(=C/c2cc(Br)ccc2OCc2ccccc2)S1	9%
CCOC(=O)CN1C(C)=Nc2ccc(Br)cc2C1c1ccccc1 (stereo not given)	6%
COc1ccc(NC(=O)COc2ccc(C)cc2)cc1Cl	10%
C/C(=C1\SC(N2CCOCC2)=NC1=O)c1ccccc1	0%
O=C1/C(=C\c2ccc(Cl)cc2Cl)SC(=Nc2ccccc2)N1c1ccccc1	22%
C#CCOc1ccc(C=C2C(=O)N(C)C(=S)N(C)C2=O)cc1	10%
COc1ccc(CC(=O)Nc2ccccc2C(=O)NCC(C)C)cc1	9%
COc1ccccc1C1NC(=O)NC(C)=C1C(=O)OC1CCCC1 (stereo not given)	5%
CCCCSc1nnc2c(n1)OC1(Nc3ccccc3-2)C(=O)Nc2ccc(Br)cc21 (stereo not given)	9%
Cc1ccc(S(=O)(=O)Nc2c(C)n(C)n(-c3ccccc3)c2=O)cc1[N+](=O)[O-]	0%
O=C(Nc1cccc(-c2cn3ccccc3n2)c1)c1ccc(Br)cc1	27%
COc1cc(/C=C2\NC(=S)NC2=O)ccc1OCc1c(C)no[n+]1[O-]	53%*
COC(=O)N/N=C/c1cccc2ccccc12	3%
CC1(C)CC(=O)C=C(NCc2cccnc2)C1	5%
O=C1CCCCCC1CN1CCCCC1 (stereo not given)	4%

Structures listed so far with bromine:
SMILES	RNase H inhibition
CCOC(=O)C1=C(C)N=c2s/c(=C/c3cc(Br)ccc3OC)c(=O)n2C1c1ccc2c(c1)OCO2 (stereo not given)	12%
COc1ccc(Br)c(/C=N/NC(=O)COc2cc(C(C)C)ccc2C)c1	7%
Brc1ccc2ncnc(NCCN3CCOCC3)c2c1	13%
CC1=C(C(=O)OC2CCCC2)C(c2ccc(Br)cc2)C2=C(CC(C)(C)CC2=O)N1 (stereo not given)	4%
NC1=NC(=O)/C(=C/c2cc(Br)ccc2OCc2ccccc2)S1	9%
CCOC(=O)CN1C(C)=Nc2ccc(Br)cc2C1c1ccccc1 (stereo not given)	6%
CCCCSc1nnc2c(n1)OC1(Nc3ccccc3-2)C(=O)Nc2ccc(Br)cc21 (stereo not given)	9%
O=C(Nc1cccc(-c2cn3ccccc3n2)c1)c1ccc(Br)cc1	27%

2 compounds picked at random from those above, as already listed:
SMILES	RNase H inhibition
COC(=O)N/N=C/c1cccc2ccccc12	3%
C#CCOc1ccc(C=C2C(=O)N(C)C(=S)N(C)C2=O)cc1	10%

The results go on:
SMILES	RNase H inhibition
O=C(CN1CCCCC1)Nc1c(-c2ccccc2)c2cc(Br)ccc2[nH]c1=O	12%
CCN(CC)CCSc1nc(O)c(C(C)C)c(=O)n1-c1ccccc1	1%
CCOc1ccccc1C(=O)Nc1ccc(I)cc1	8%
CCCCOc1ccc(-c2cc(=O)oc(-c3ccc(Br)cc3)n2)cc1	0%
Cc1nc(-c2c(C)[nH]c3ccccc23)cs1	19%
O=C(CCN1C(=O)c2ccccc2C1=O)Nc1ccc(Br)cn1	0%
Cc1ccc(S(=O)(=O)Nc2ccccc2I)cc1[N+](=O)[O-]	0%
O=C(N/N=C/c1cccc(OC(=O)c2sc3ccccc3c2Cl)c1)c1cccc(Cl)c1	5%
CCC(=O)NC(Nc1ccc(OC)cc1)(C(F)(F)F)C(F)(F)F	2%
O=C(NC(=S)Nc1ccc(Oc2ccc(Cl)cc2)cc1)c1cccc(F)c1	13%
CC1(C)NC(=CC(=O)C(F)(F)F)NC1(C)C	0%
COC(=O)c1ccc(/C=N/NC(=O)c2cc(C)[nH]n2)cc1	9%
CCCCCn1c(/N=C/c2cc([N+](=O)[O-])ccc2O)nc2ccccc21	0%
CCOC(=O)c1ccc(NC(=O)COc2ccc(OC)cc2)cc1	4%
O=C(Nc1ccc([N+](=O)[O-])c(NC(=O)c2ccc(Cl)cc2Cl)c1)c1ccc(Cl)cc1Cl	0%
COC(=O)C1=C(C)NC2=C(C(=O)CC(c3ccc(Cl)cc3)C2)C1c1ccc(N(C)C)cc1 (stereo not given)	8%
O=C(ON=C1c2ccccc2-c2ccccc21)c1cc(F)c(F)cc1Cl	22%
O=C(Nc1ncc(Cc2cccc([N+](=O)[O-])c2)s1)c1sc2ccccc2c1Cl	1%
CCOc1cc(C(=O)Nc2ccc(OC)c(OC)c2)cc(OCC)c1OCC	6%
Nc1nonc1/C(=N\OCc1ccc(Cl)cc1Cl)N1CCOCC1	21%

Part of the list above in order of SMILES length, largest number first:
SMILES	RNase H inhibition
CCCCOc1ccc(-c2cc(=O)oc(-c3ccc(Br)cc3)n2)cc1	0%
CCC(=O)NC(Nc1ccc(OC)cc1)(C(F)(F)F)C(F)(F)F	2%
O=C(CCN1C(=O)c2ccccc2C1=O)Nc1ccc(Br)cn1	0%

(continued)
SMILES	RNase H inhibition
COc1ccc(C(=O)Nc2cc3nn(-c4ccc(C)cc4)nc3cc2C)cc1Cl	5%
O=S(=O)(NC(c1ccccc1)c1ccccc1)c1ccc(F)cc1	9%
Cc1ccc(S(=O)(=O)Nc2cccc(-c3csc(-c4ccccc4)n3)c2)cc1[N+](=O)[O-]	27%
CCCCOC(=O)C1=C(C)NC2=C(C(=O)CCC2)C1c1ccccc1OCCC (stereo not given)	0%
CC12CC3CC(C)(C1)CC(CNC(=S)Nc1ccccc1)(C3)C2	7%
Cc1[nH]c2ccccc2c1/C=N/NC(=O)Cn1nnc(-c2ccccc2)n1	3%
COc1ccc(OC)c(C(O)c2nc3ccccc3n2C)c1 (stereo not given)	10%
O=C(CSCc1ccccc1Cl)Nc1cccc2ccccc12	29%
COc1ccc(-c2ccc(/C=c3\sc4nc5c(C)cc(C)cc5n4c3=O)o2)c([N+](=O)[O-])c1	0%
COc1cc(NC(=O)c2cccc(Br)c2)ccc1NC(=O)c1ccco1	15%
O=C(c1ccc(F)cc1)N1CCN(C(=O)c2ccc([N+](=O)[O-])cc2)CC1	4%
COc1cccc(C2C(C(=O)OC3CCCCC3)=C(C)NC3=C2C(=O)CCC3)c1OC (stereo not given)	2%
CC(=O)c1ccc(NC(=O)CN(c2ccc(C)cc2)S(=O)(=O)c2ccc(F)cc2)cc1	11%
CN(C)/C=C1\N=C(c2ccc(Cl)cc2Cl)OC1=O	10%
COc1cccc(/C=N/N(C)C2=NS(=O)(=O)c3cc([N+](=O)[O-])ccc32)c1O	14%
C/C(=N/Nc1ccccc1[N+](=O)[O-])c1ccco1	9%
Cc1ccc(N=Cc2ccc(N3CCN(C)CC3)c([N+](=O)[O-])c2)cc1	10%
O=C(Oc1ccccc1NS(=O)(=O)c1ccccc1)c1ccccc1	9%
CCOC(=O)C1=C(O)/C(=C/c2cccc([N+](=O)[O-])c2)SC1=Nc1cccc(Cl)c1	15%
CCCc1c(O)nc(SCCN(CCC)CCC)[nH]c1=O	5%
Cc1cccc2c1[nH]c1nc(N/N=C\c3cc(Br)c(Br)o3)nnc12	9%
O=C1NC(=O)C(=Cc2cc(Br)ccc2OCc2ccccc2)C(=O)N1	0%
Cc1cc(C(=O)Nc2sc(C(=O)OC(C)C)c(C)c2C(N)=O)ccc1[N+](=O)[O-]	13%
Cc1cc(C(=O)Nc2ccc(NC(=O)c3cccc(Cl)c3)cc2)ccc1[N+](=O)[O-]	41%
O=C1O/C(=C\c2ccccc2Cl)c2ccccc21	15%
O=C(O)C1C2CCC(O2)C1C(=O)N1CCN(C(c2ccccc2)c2ccccc2)CC1 (stereo not given)	7%
Cc1cccc(/C(N)=N/OC(=O)Cc2ccccc2)c1	21%
O=C(O)c1ccc(Nc2nc(-c3ccc(Br)cc3)cs2)cc1	8%
Cc1ccccc1C(=O)NC(=S)Nc1ccc(N(C)C)cc1	28%
S=C(NCc1ccco1)Nc1cccc(Cl)c1	20%
O=C1C(=Cc2ccccc2Br)C(=O)c2ccccc21	10%
O=C1C(Cl)=C(Nc2ccccc2O)C(=O)N1c1ccc(Cl)c(Cl)c1	11%
O=[N+]([O-])c1ccc(Oc2ccc(S(=O)(=O)N3CCOCC3)cc2)cc1	5%
COC(=O)c1c(N)sc(C)c1-c1ccc(C)cc1C	2%
COc1cc(NC(=O)c2cccnc2)c(OC)cc1Br	7%
CCCc1nc2c(o1)CC(C)(C)CC2=O	5%
Cc1nc2c(-c3cccc4ccccc34)c(Cc3ccccc3)[nH]n2c(=O)c1Cl	3%
COc1cc(N2Cc3ccccc3C2)ccc1/C=C1\C(=O)NC(=O)N(Cc2ccco2)C1=O	51%*
Cc1cccc2c(N=Nc3cccc4cccnc34)c(O)[nH]c12	0%
Cc1ccccc1NC(=O)c1ccc(CN2CCC(Cc3ccccc3)CC2)cc1	10%
CCOC(=O)c1sc(NC(=O)CCCOc2ccc(Cl)cc2C)c(C(N)=O)c1C	0%
O=C(c1cc(Cl)cc(Cl)c1)N1CCOCC1	8%
COc1cccc(OCCCOc2ccccc2)c1	7%
COc1cccc(C2/C(=C(\O)c3ccc(Cl)cc3)C(=O)C(=O)N2CCCCCC(=O)O)c1 (stereo not given)	16%
Cc1ccc(OCc2nc(-c3cccnc3)no2)c(Br)c1	0%
N#C/C(=C\Nc1ccc([N+](=O)[O-])cc1)c1nc(-c2cc3c(ccc4ccccc43)oc2=O)cs1	0%
CCN1C(=O)/C(=C/c2ccccc2OCCOc2cc(C)cc(C)c2)SC1=S	7%
CC(C)=N/N=C1/NC(=O)C(CC(=O)Nc2cc(Cl)ccc2C)S1 (stereo not given)	7%
COc1ccc(-c2nc(NC(=O)c3ccco3)sc2-c2ccc(OC)cc2)cc1	12%
CC(=O)COc1cc(C)cc2oc(=O)cc(-c3ccccc3)c12	0%
COc1ccc(NC(=O)CN(c2cc(C)ccc2C)S(=O)(=O)c2ccccc2)cc1Cl	25%
CCOc1cc(/C=C2\SC(=S)NC2=O)ccc1OS(=O)(=O)c1ccc(C)cc1	22%
C#CCOC(=O)C(C=C=C)(C(F)(F)F)C(F)(F)F	10%
CCCCNCCCCCOc1ccccc1F	4%
CC(C)(C)c1ccc(OCCOc2ccccc2/C=C2\SC(N)=NC2=O)cc1	23%

Compound activity (PubChem BioAssay)

Some of the compounds tested, so the mix of outcomes need not match the whole.
